Source: PubChem BioAssay (several laboratories)
Calb biofilm kill: kills Candida albicans biofilms. 0.14% of 85,000 active. inhibition, % at 6 µM. C. albicans biofilm + clotrimazole, Alamar Blue;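 active means inhibition above 20%; inactive means inhibition below 20%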;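 further: preformed 24 hr biofilms exposed to compound for 48 hr; 0% = biofilm without compound and 100% = blank killed by clotrimazole plus chlorhexidine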
Smad3 FoxH1 inh: inhibitors of human Smad3 transcription factor binding; P84022; TR-FRET Smad3/Dy647-FoxH1 peptide binding, europium anti-His; inhibition, % at 25 µM; 0.29% of 88,000 active;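 active means compounds that reduce the energy-transfer binding signal between the protein and its labelled peptide by more than half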;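 further: 0% = Smad3 plus labelled peptide maximal FRET and 100% = peptide-only background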
Target sequence (P84022 whole entry, looked up): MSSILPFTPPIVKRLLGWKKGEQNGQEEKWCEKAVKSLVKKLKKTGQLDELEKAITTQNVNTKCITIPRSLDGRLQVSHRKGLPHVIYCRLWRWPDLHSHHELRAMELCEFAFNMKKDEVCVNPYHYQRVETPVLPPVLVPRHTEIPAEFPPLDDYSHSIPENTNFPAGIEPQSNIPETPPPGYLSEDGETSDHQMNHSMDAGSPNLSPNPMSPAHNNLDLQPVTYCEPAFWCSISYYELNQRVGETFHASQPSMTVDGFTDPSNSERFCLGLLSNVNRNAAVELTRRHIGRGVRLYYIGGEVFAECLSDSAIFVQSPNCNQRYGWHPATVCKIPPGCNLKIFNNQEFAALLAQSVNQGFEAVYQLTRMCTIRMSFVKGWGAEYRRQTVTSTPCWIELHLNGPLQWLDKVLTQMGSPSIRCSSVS
H69AR growth 86K: blocks growth of human H69AR lung tumor cells | H69AR lung tumor viability, ATP luminescence, 72 h; stronger effect = lower value | viability, % at 10 µM | 6% of 85,000 active | AID 598;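 active means viability at or below 40%; inactive means viability above 40%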;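 further: multidrug resistant small cell line overexpressing MRP-1 efflux transporter; 100% = mean luminescence of untreated control wells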
ERb coact inh: blocks coactivator binding to human estrogen receptor beta; inhibition, % at 25.6 µM; AID 633; Q92731; 1.3% of 86,000 active; TR-FRET ER-beta LBD / SRC1-Cy5 peptide binding; receptor agonist-loaded with 1 µM estradiol;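 active means compounds whose percent inhibition of the receptor-coactivator binding signal exceeds about 50% in the single-dose screen, limit read from the data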;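 further: 0% = receptor plus peptide wells without compound and 100% = peptide-only wells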
sEH act: increases human soluble epoxide hydrolase activity. P34913. purified human sEH enzymatic activity, activator screen. activation, % at 2 µM. 0.04% of 91,000 active; in the data active means activation above about 37%; further: values of inactives mirror those of a sister screen read the other way
Target sequence (P34913 whole entry, looked up): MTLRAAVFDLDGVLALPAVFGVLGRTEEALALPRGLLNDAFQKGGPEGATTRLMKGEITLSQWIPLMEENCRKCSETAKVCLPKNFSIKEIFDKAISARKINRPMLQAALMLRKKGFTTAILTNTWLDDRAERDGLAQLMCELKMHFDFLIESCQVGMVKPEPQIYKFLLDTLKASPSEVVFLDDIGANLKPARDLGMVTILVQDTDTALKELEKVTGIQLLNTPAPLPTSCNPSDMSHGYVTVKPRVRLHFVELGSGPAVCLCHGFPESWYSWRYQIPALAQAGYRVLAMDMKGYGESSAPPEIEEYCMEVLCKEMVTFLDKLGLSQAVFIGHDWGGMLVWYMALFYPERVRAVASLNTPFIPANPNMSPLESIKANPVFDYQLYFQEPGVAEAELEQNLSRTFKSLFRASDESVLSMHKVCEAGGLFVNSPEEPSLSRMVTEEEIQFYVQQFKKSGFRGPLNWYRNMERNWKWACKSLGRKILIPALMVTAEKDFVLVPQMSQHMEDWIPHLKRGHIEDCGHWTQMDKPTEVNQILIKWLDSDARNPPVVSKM
ERa coact inh: blocks coactivator binding to human estrogen receptor alpha. TR-FRET ER-alpha LBD / SRC-1 peptide, estradiol-bound. P03372. 1.7% of 86,000 active. inhibition, % at 25.6 µM; in the data active means inhibition above about 50%;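 further: 0% = receptor plus peptide control and 100% = peptide only without receptor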
Lung fibro prol: blocks proliferation of human lung fibroblasts | LL 47 human lung fibroblast viability, ATP luminescence; stronger effect = lower value | viability, % at 10 µM | 1.1% of 85,000 active | AID 719;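 active means viability at or below 50% in the single dose screen; inactive means viability above 50%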;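 further: compound exposure lasted 72 h before the ATP readout; 100% = median luminescence of untreated cell-only wells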
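Signal: luminescent ATP detection, CellTiter-Glo; assay system: LL 47 human lung fibroblasts; input: 1,150 cells/well; incubation: overnight cell rest, 72 h compound treatment at 37 °C; measure: % viability versus median cells-only luminescence; medium: IMEM growth medium with 15% fetal bovine serum; dosing: compound addition at 0.1% DMSO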
HUVEC inhibit: blocks proliferation of human endothelial cells. HUVEC proliferation, CellTiter-Glo luminescence, 72 h; stronger effect = lower value. viability, % at 10 µM (by protocol). AID 648. 1.1% of 86,000 active;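 active means viability at or below 30%; inactive means viability above 30%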;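 further: 100% = median luminescence of DMSO-only cell control wells on each plate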
ERa SRC1 pot: ER-alpha (human) coactivator binding potentiation. P03372. TR-FRET ERalpha-LBD/SRC-Cy5 coactivator binding, 2 h; 100 = basal binding, no effect. coactivator binding (% of control), % at 25.6 µM. 1.3% of 86,000 active; in the data active means activity above about 200%;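 further: binding measured in presence of low estradiol as agonist stimulus; 0% = peptide alone without receptor and 100% = receptor with peptide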
Numbers without * were called inactive; nt = not tested or not shown; [ ] = remark or other dose. This is a subset (hit frequency here may not be typical).

SMILES	Calb biofilm kill	Smad3 FoxH1 inh	H69AR growth 86K	ERb coact inh	sEH act	ERa coact inh	Lung fibro prol	HUVEC inhibit	ERa SRC1 pot
COc1ccc(OCC(=O)N2CCN(C(=O)c3cccs3)CC2)cc1	8	1	98	0	-2	6	87	92	108
COc1ccc(N(C)S(=O)(=O)c2c(C)[nH]c(=O)[nH]c2=O)c(OC)c1	7	-4	91	1	-5	0	101	97	114
CCC(C)c1ccc(NC(=O)C2CC2)cc1 (stereo not drawn)	3	-2	89	10	-17	-4	104	109	89
CCc1ccc(NC(=O)CS(=O)CC(=O)Nc2ccc(F)cc2F)cc1 (stereo not drawn)	3	7	87	0[fluorescence artefact?]	10	23[fluorescence artefact?]	93	96	154
O=C(NNC(=O)c1cnccn1)c1cccc([N+](=O)[O-])c1	4	7	75	-11	9	-15	95	94	100
O=C(Cn1nnc(-c2ccc(CN3CCOCC3)cc2)n1)NC1CCCCC1	3	-13	90	2	-43	-1	107	100	123
COc1ccc(CCNC(=O)CN(C2CCCCC2)S(C)(=O)=O)cc1	4	3	90	-26	8	-22	90	103	103
CCCOc1ccc(C(=O)N2CCCC2)cc1OC	3	5	85	1	-3	0	99	98	113
CC(=O)CC1(O)C(=O)N(Cc2ccccc2)c2ccccc21 (stereo not drawn)	-1	-11	91	18[fluorescence artefact?]	8	7	100	87	74[fluorescence artefact?]
CCS(=O)(=O)N1CCN(c2nc(-c3ccccc3)cs2)CC1	10	-7	88	4[fluorescence artefact?]	nt	-2	98	97	90[fluorescence artefact?]
CCCc1cc(C(=O)NC2CCCCC2)no1	9	-9	99	13	nt	9	98	105	121
COCCCn1c(SCC(=O)NCc2ccccc2)nc2ccccc2c1=O	4	3	83	-3	-14	-6	94	91	97
Cc1ccc(Cl)cc1N1CCN(C(=O)COc2ccc(S(=O)(=O)NC(C)C)cc2)CC1	10	-2	52	5	nt	0	90	64	99
CCN1C(=O)c2ccc(C(=O)NCc3ccccc3)cc2C1=O	7	3	99	-10	-24	-9	87	102	115
CC1CCN(C(=O)CSc2nncn2C)CC1	10	-4	94	-3[fluorescence artefact?]	-1	7	99	102	94
Cc1csc(NC(=O)CCCSc2nc3ccccc3s2)n1	2	1[fluorescence artefact?]	90	2	-8	1	91	86	117
O=C1CCC(C(=O)Nc2ccc(OC(F)F)cc2)N1 (stereo not drawn)	1	-6	97	-6	-9	-7	nt	90	118
CCn1c(C(=O)N2CCc3ccccc3C2)cc2sccc21	12	5	90	5	-4	4	97	101	91
Cc1nc(NC(=O)CSc2nc3cccnc3n2C2CCCCC2)sc1C	0	6	29*	-6	-15	-3	14*	52	121
Cc1cc(CN2CCN(CCC#N)CC2)c(O)c(C2(C)CCCCC2)c1	5	-13	38*	-7	-2	-2	95	95	96
CC(=O)NC1CC2CCCC(C1)N2C(=O)Nc1ccc(Cl)c(C(F)(F)F)c1 (stereo not drawn)	5	1	75	-7	-88	-6	90	109	124
CCN(C(=O)c1coc(=O)c(Br)c1)c1ccc2c(c1)OCO2	4	38	2.0*	8	5	-6[fluorescence artefact?]	92	77	110
Cc1cccc(-n2c(SCc3cc(=O)n4ccsc4n3)nc3ccccc3c2=O)c1	1	-10	73	39	11	20	85	85	94[fluorescence artefact?]
CC(C)OCC(O)Cn1c(N2CCCC2)nc2c1c(=O)[nH]c(=O)n2C (stereo not drawn)	7	10	83	-1	1	-5	94	88	85
CCc1ccc2nc(N3CCN(C)CC3)c(C#N)cc2c1	10	3[fluorescence artefact?]	87	-6	-6	16	93	68	127[fluorescence artefact?]
COc1ccccc1CNC(=O)CCC(=O)Nc1nnc(C(C)C)s1	3	14	92	-6	-4	-3	115	104	103[fluorescence artefact?]
CC(=O)N1N=C(c2ccc(Cl)cc2)OC1c1ccc(C(C)C)cc1 (stereo not drawn)	-1	-4	95	-1	10	0	98	109	95
O=C(Cn1cnc2ccccc21)NC(c1ccccc1)c1ccccc1	8	-6	72	-3	-1	-2	94	82	97
CC(C)Sc1nc2ccccc2c(=O)[nH]1	0	-2	60	0	14	0[fluorescence artefact?]	97	90	108
Cc1cc(NC(=O)c2cc3nc(C4CC4)cc(C(F)(F)F)n3n2)no1	11	-1	89	10	-6	4	104	88	87
CC(C)OC(=O)CSc1n[nH]c(-c2cccnc2)n1	10	-4	103	2	8	-4	99	90	130
COc1cc(C)nc2nc(SCc3ccccc3)nn12	10	8	98	1	-16	-9	104	93	96
C=CCNC(=O)c1ccccc1NC(=O)c1ccccc1C	1	9	83	-12	10	-5	96	97	131
Cc1cccc(CSc2nnc(NC(=O)c3ccco3)s2)c1	15	2	97	3	2	-7	98	109	110
Cc1ccc(S(=O)(=O)N2CCN(C(=O)Cc3ccccc3)CC2)cc1	8	-1	83	6	10	4	105	93	78
CC(C)(C)OC(=O)N[C@@H](Cc1ccccc1)c1nnc(SCC(=O)O)o1	4	-1	93	92*[fluorescence artefact?]	-11	3[fluorescence artefact?]	101	98	101[fluorescence artefact?]
CC(C)(C)N=Cc1cc(-c2ccccc2)sc1O	1	-2	99	-7	-8	-9	100	106	100
CC(C)(C)n1nnc(CCc2nnn(C(C)(C)C)n2)n1	1	10	104	7	-2	-18	99	108	108
COCCNS(=O)(=O)c1ccc(C2CNC(=O)C2)cc1 (stereo not drawn)	7	6	49	-14	6	-2	98	101	103
O=C(c1cccn2c(=O)c3ccccc3nc12)N1CCN(c2ccccn2)CC1	3	0	95	4[fluorescence artefact?]	2	5	98	91	123
c1coc(-c2nnc3sc(Cc4cccs4)nn23)c1	7	12	86	67*	-8	87*[fluorescence artefact?]	97	93	49[fluorescence artefact?]
CC(C)CCOP(=O)(c1ccc(N(C)C)cc1)C(O)c1ccccc1F (stereo not drawn)	8	4	92	0	6	6	96	85	89
CC(C)Cc1cc(C(=O)N2N=C(C(F)F)CC2(O)C(F)F)c2ccccc2n1 (stereo not drawn)	10	-9	92	2	3	27	92	98	94
CCCc1cc(=O)n2[nH]c(NCc3ccccc3Cl)nc2n1	1	-9	99	-5	-5	-9	97	90	101
COc1ccc(NC(C)=O)cc1NC(=O)CSc1nnc(-c2ccccc2)n1N	5	21[fluorescence artefact?]	94	-26	-2	-28	97	88	102
OC(COCc1cccs1)CN1CCN(c2ccccn2)CC1 (stereo not drawn)	5	23[fluorescence artefact?]	88	-19	23	-17	107	106	111
CC(C)Oc1ccc(C(=O)NC2(C(F)(F)F)N=C3SCCN3C2=O)cc1 (stereo not drawn)	6	-8	90	2	10	11	100	112	96
COc1ccc(C(=O)Nn2c(SCC(=O)c3ccccc3)nc3ccccc3c2=O)cc1	7	-1	79	-12	-3	-3	92	92	84
COCCn1c(SCC(N)=O)nc2c(c1=O)SC(C)C2 (stereo not drawn)	9	-6	93	2	nt	-9	95	99	124[fluorescence artefact?]
Cc1cc(Nc2ccc(Br)c(C)c2)n2nc(C)nc2n1	-11	-2	47	0	nt	1	102	85	116
CC(=O)Nc1ccc(OCC(O)CN2CCN(c3cc(Cl)ccc3C)CC2)cc1 (stereo not drawn)	10	3	78	-8	nt	-3	95	91	129
COc1cccc(C2CC(c3ccccc3Cl)Nc3nc(N)nn32)c1 (stereo not drawn)	3	9[fluorescence artefact?]	86	-13	-1	-7	97	96	116
CCCC1(C)Nc2ccccc2-c2nc3ccccc3n21 (stereo not drawn)	1	5	99	-21	3	-5	100	106	101
CCOC(=O)c1[nH]cnc1C(=O)Nc1ccncc1	3	1	64	-8	0	0	106	104	134[fluorescence artefact?]
CCOC(=O)C1CCCN(C(=O)COC(=O)c2cc(=O)c3ccccc3o2)C1 (stereo not drawn)	-4	9	96	17	6	-1	101	108	110[fluorescence artefact?]
CC(C)CC(C(=O)Nn1cnnc1)N1C(=O)c2ccccc2C1=O (stereo not drawn)	1	-14	105	1	-1	-4	93	90	113
CCCCCCCCNC(=O)C(CCC(=O)OCc1ccccc1)NC(C)=O (stereo not drawn)	4	0	110	-25	-52	10	104	89	95
Oc1ccccc1-c1nnc(SCCN2CCOCC2)n1Cc1ccccc1	0	14	15*	59*	13	26[fluorescence artefact?]	24*	88	86
COc1cc2cc(C(=O)Nc3ccccc3)c(N)nc2cc1OC	7	7[fluorescence artefact?]	72	-13	-7	-16	110	87	91
CC(C)c1nnc(NC(=O)CCC(=O)Nc2ccc(F)cc2)s1	3	8	90	-2	nt	-9	96	87	111[fluorescence artefact?]

Part of the list above in order of SMILES length, smallest number first.
SMILES	Calb biofilm kill	Smad3 FoxH1 inh	H69AR growth 86K	ERb coact inh	sEH act	ERa coact inh	Lung fibro prol	HUVEC inhibit	ERa SRC1 pot
OC(COCc1cccs1)CN1CCN(c2ccccn2)CC1 (stereo not drawn)	5	23[fluorescence artefact?]	88	-19	23	-17	107	106	111
CC(C)c1nnc(NC(=O)CCC(=O)Nc2ccc(F)cc2)s1	3	8	90	-2	nt	-9	96	87	111[fluorescence artefact?]
CC(=O)Nc1ccc(OCC(O)CN2CCN(c3cc(Cl)ccc3C)CC2)cc1 (stereo not drawn)	10	3	78	-8	nt	-3	95	91	129
CCOC(=O)C1CCCN(C(=O)COC(=O)c2cc(=O)c3ccccc3o2)C1 (stereo not drawn)	-4	9	96	17	6	-1	101	108	110[fluorescence artefact?]

The list continues:
SMILES	Calb biofilm kill	Smad3 FoxH1 inh	H69AR growth 86K	ERb coact inh	sEH act	ERa coact inh	Lung fibro prol	HUVEC inhibit	ERa SRC1 pot
COC(=O)c1ccc(COc2ccc3c(C)c(C)c(=O)oc3c2)o1	3	-7	93	26[fluorescence artefact?]	4	29	111	104	102[fluorescence artefact?]
O=C(Oc1ccc(-c2nnco2)cc1)N(c1ccccc1)c1ccccc1	-3	4	81	-5	1	-2	102	123	78
CC1CN(CC(=O)N2CCc3[nH]c4ccccc4c3C2)CC(C)O1 (stereo not drawn)	7	5	88	-12	1	-15	105	89	106
Cc1cccc(NCCNc2cccc(C)c2)c1	8	10	68	0	6	-5	101	64	99
Cc1nc(-c2ccccc2)cc(=O)[nH]1	3	4	104	-4	0	-9	104	111	113
Cc1ccc(-c2cc(NC(=O)CCl)n(-c3ccccc3)n2)cc1	-2	-16	0.9*	5	-8	-2	3.3*	9.6*	103
C/C(=C(\C#N)C(=O)NCCCN1CCOCC1)N(C)C	10	0	101	0	-6	8	109	98	109
COCCSc1nnc(NC(=O)C(C)(C)C)s1	7	16	101	0	-2	-4	99	96	111
Cc1ccc(-c2nnn(CC(=O)N(CC(=O)NC3CCCC3)c3cnc4ccccc4c3)n2)o1	6	5	76	2	10	2	100	98	117
COc1ccc(CCN=CC2=C(O)CC(C)(C)CC2=O)cc1	-2	-26	100	22[fluorescence artefact?]	2	8	102	108	74
Cc1c(Br)cc(C(=O)N2CCCC2)c(C)c1C	6	-1	94	0	-6	-2	94	96	125
Cc1cc(C)cc(NC(=S)NCc2cccn2C)c1	4	11	90	-1	-21	-4	95	95	93
CS(=O)(=O)c1cccc(C(=O)Oc2ccccc2)c1	-4	-2	82	3	8	-2	100	103	102
CCOc1ccc(/C=N/n2c(SC)nnc(C(C)(C)C)c2=O)cc1	4	17	105	-14	-4	0	108	114	110

Shown as a hit in ERb coact inh (from the list above):
| Structure | Smad3 FoxH1 inh | ERb coact inh | sEH act | ERa coact inh | ERa SRC1 pot |
| --- | --- | --- | --- | --- | --- |
| CC(C)(C)OC(=O)N[C@@H](Cc1ccccc1)c1nnc(SCC(=O)O)o1 | -1 | 92*[fluorescence artefact?] | -11 | 3[fluorescence artefact?] | 101[fluorescence artefact?] |
| c1coc(-c2nnc3sc(Cc4cccs4)nn23)c1 | 12 | 67* | -8 | 87*[fluorescence artefact?] | 49[fluorescence artefact?] |
| Oc1ccccc1-c1nnc(SCCN2CCOCC2)n1Cc1ccccc1 | 14 | 59* | 13 | 26[fluorescence artefact?] | 86 |
